# b-catenin transl – alters nuclear translocation of beta-catenin in HeLa cells; immunofluorescence imaging; nuclear translocation activity, % at 5 µM; AID 1665; 190,000 compounds, 0.3% hits;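 active = nuclear translocation activity above 50% at 5 µM, with a well cell count of 50 or more; inconclusive = wells under 50 cells across six images, flagged as toxic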;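 note: per-cell ratio of nuclear to cytoplasmic median beta-catenin stain intensity; plate controls were DMSO negative control for no effect and GSK-3 inhibitor IX positive control for full effect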
#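 Test system: human HeLa cells, endogenous beta-catenin. Times: 24 h compound exposure, 37°C. Measured by: beta-catenin immunofluorescence imaging with DAPI.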
# WT yeast gro inh – growth inhibition of WT yeast, mitochondrial fusion screen; inhibition, % at 10 µM; mitochondrial fusion phenotypic screen, WT strain; 190,000 compounds, 2.1% hits; in the data active = inhibition above about 58%; tested in S. cerevisiae
# West Nile virus CPE – inhibition of WNV-induced cytopathic effect – cell-based, CPE readout (AID 1621) | West Nile virus-infected cells, CPE inhibition; higher % means a stronger effect | one-dose CPE inhibition, % at 10 µM; IC50 in µM for titrated hits | 290,000 compounds, 0.02% hits; in the data active = a potency from the dose series; inconclusive = CPE inhibition mostly from about 3.7% at the one dose, without a potency; inactive = the rest, 99 in 100 with CPE inhibition below about 2.2%; note: strong numbers were not always called active
# SV40 large T antigen – TAg ATPase/helicase activity blockers – biochemical (AID 1903). SV40 large T antigen ATPase/helicase inhibition assay; higher % means a stronger effect. inhibition, % at 20 µM, or IC50 in µM where a hit was titrated. 310,000 compounds, 0.39% hits; in the data active = a potency from the dose series; inconclusive = inhibition mostly from about 32% at the one dose, without a potency; inactive = the rest, 99 in 100 with inhibition below about 32%; note: strong numbers were not always called active
# T cell modulator – T cell immune modulation candidate. 2C CD8+ T cell-vesicle binding, flow cytometry; hits give low values. calls only at 7 µM. 330,000 compounds, 0.068% hits. AID 2052;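 active = response, share of CD8 T cells binding vesicles, and their 90th percentile fluorescence all below set limits, cut at about 80% in these data, passing the limit was not always enough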
#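 Benchmarks: naked versus QL9-loaded vesicles / Assay system: purified 2C TCR transgenic mouse naive CD8+ T cells / Technique: high-throughput flow cytometry with anti-B7-1 and anti-CD8 staining / Timing: Cell–vesicle co-incubation 1.5 h at 37 °C, staining 20 min on ice / Read-out: percent CD8+ FL2 mean versus row control / Probe or stimulus: QL9-loaded Drosophila micro-vesicles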
# MgcRacGAP inhibition – MgcRacGAP GTPase-activating activity inhibitors, confirmation, biochemical, ADP Hunter fluorescence; MgcRacGAP-stimulated Rac1 GTP hydrolysis, ADP Hunter fluorescence; higher % means a stronger effect; GST-tagged Rac1 F28L mutant substrate; inhibition, % at 30 µM; hits with a dose series show IC50 in µM; 340,000 compounds, 0.6% hits; AID 624330;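 active = first-screen hits whose inhibition reached a set limit at any dose in the follow-up dose series; inconclusive = inhibition above the set first-screen limit but never retested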;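 note: fluorescence reports GDP produced by GAP-driven GTP hydrolysis; strong numbers were not always called active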
# PhoP inhibition – PhoP-dependent GFP reporter repression – Salmonella Typhimurium, primary screen (AID 1863); S. Typhimurium PhoP-regulated promoter GFP reporter, 4 h; higher % means a stronger effect; inhibition, % at 50 µM; hits with a dose series show IC50 in µM; 300,000 compounds, 0.16% hits;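 active = inhibition over 29.93%, a cutoff 3 SD above the screen mean, later confirmed by dose response; inconclusive = inhibition over 29.93% but no dose response follow-up; inactive = inhibition at most 29.93% or unconfirmed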;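 note: 0% = low Mg2+ inducing control and 100% = high Mg2+ repressing control; strong numbers were not always called active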
# Myeloid diff 2 – compounds promoting myeloid differentiation | ER-HoxA9 myeloid progenitors, lysozyme-GFP differentiation, flow cytometry | calls only at 10 µM | 360,000 compounds, 1% hits | AID 624256;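 active = normalized GFP-positive differentiation at or above the plate's own cutoff, the solvent-only control mean plus 3 SD; inconclusive = no clear call, values can overlap the other calls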;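 note: cells exposed to compound for four days before flow analysis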
# RSV antiviral HEp-2 – RSV antiviral activity via CPE protection, HEp-2 cells, primary 10 µM value included (AID 2391). HEp-2 cells, RSV-induced CPE inhibition; higher % means a stronger effect. CPE inhibition, % at 10 µM, or IC50 in µM where a hit was titrated. 310,000 compounds, 0.13% hits; in the data active = a potency from the dose series; inconclusive = CPE inhibition mostly from about 23% at the one dose, without a potency; inactive = the rest, 99 in 100 with CPE inhibition below about 21%; note: strong numbers were not always called active
# WT yeast gro inh mutant strain – further read-out of WT yeast gro inh, marked with its call; inhibition, %; mitochondrial fusion phenotypic screen, mutant strain inhibition
# b-catenin transl cell count 5 µM – further read-out of b-catenin transl, marked with its call; cell count; measured here: cell count, cytotoxicity flag
# T cell modulator vesicle-bound % – also measured in T cell modulator; calls as there; double positive events, %; measured here: CD8+ vesicle-bound cell fraction;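 binding gate set so that unloaded-vesicle control wells show 10% double positive cells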
# Myeloid diff 2 GFP+ MAC1+ % – recorded beside Myeloid diff 2, whose call it bears; GFP+ MAC1+ double positive, %; measured here: differentiation confirmed by MAC1 staining
# Active calls of the source: *; i = inactive; ? = inconclusive; . = not tested or not shown; + = active, no number. Hits appear at their usual frequency. Share with any hit: about 3.6%.
SMILES,b-catenin transl,b-catenin transl cell count 5 µM,WT yeast gro inh,WT yeast gro inh mutant strain,West Nile virus CPE,SV40 large T antigen,T cell modulator,T cell modulator vesicle-bound %,MgcRacGAP inhibition,PhoP inhibition,Myeloid diff 2,Myeloid diff 2 GFP+ MAC1+ %,RSV antiviral HEp-2
COc1cc(/C(C#N)=C/c2cccc3ccccc23)c([N+](=O)[O-])cc1OC,-2.8,612,2,-11,-0.3%,11%,i,30,-1%,7%,i,1.0,3.1%
O=C(Nc1ccc(Cl)cc1)OCc1ccccn1,-1.8,1172,8,1,-0.2%,-3%,i,10,4%,-7%,i,0.5,19%
CCOc1ccccc1NC(=O)C(CC)Sc1nc2ccncc2[nH]1 (centres undefined),.,.,.,.,0.1%,1%,i,3,11%,0%,i,3.5,4.2%
CC1(C)CC(=O)c2c(O)cc(OCC(=O)NCCc3ccc(S(N)(=O)=O)cc3)cc2O1,.,.,.,.,0.5%,12%,i,34,-7%,-9%,i,1.9,1.3%
CC/C(=N\NS(=O)(=O)c1ccc(C)cc1)c1ccco1,.,.,.,.,-0.1%,20%,i,10,16%,0%,i,0.5,1.6%
CCOc1ccc2oc(C(=O)OCC(=O)NC(=O)NC3CCCC3)c(C)c2c1,-3.6,924,-10,-11,1.5%,0%,i,30,7%,6%,i,1.1,3.8%
O=C(O)c1cn(Cc2ccccc2)c2ccccc2c1=O,-1.1,548,-18,-18,-0.8%,4%,i,47,8%,-5%,i,0.2,1.0%
NC(=S)N/N=C\c1ccccc1OCc1ccccc1,-3.7,584,54,18,-1.4%,10%,i,37,8%,-16%,i,0.2,3.4%
COC(=O)c1ccccc1NC(=O)c1cc[n+]([O-])cc1,.,.,.,.,0.5%,9%,i,30,2%,-3%,i,4.0,0.9%
O=C(NCc1ccccc1)C(c1ccc(Cl)cc1)N(C(=O)c1csnn1)C1CC1 (centres undefined),.,.,.,.,-1.2%,-9%,i,33,3%,0%,i,0.7,0.6%
CCCNC1=C(C)C(=O)CC1,-0.7,1361,-5,6,0.7%,-2%,i,18,12%,-1%,i,1.2,1.6%
O=C(CCN=C1NS(=O)(=O)c2ccccc21)OCc1cccc(Cl)c1,.,.,.,.,.,4%,i,12,4%,-5%,i,0.6,-0.8%
O=C(NCc1nnc(SCC(=O)N2CCCCCC2)o1)c1ccco1,.,.,13,20,0.1%,17%,i,42,-3%,-5%,i,1.4,2.3%
COc1ccc(-c2cc(-c3ccc(N)cc3)nc(N)c2C#N)cc1OC,-2.0,950,42,0,-0.8%,.,i,27,-2%,.,i,1.0,-1.0%
CCOC(=O)c1cnc2c(C(=O)OCC)cnn2c1N,0.7,1329,.,.,0.0%,7%,i,29,.,-7%,i,0.7,0.6%
Cc1cc(C)c(NC(=O)CCCN2CCN(C)CC2)c(C)c1,-5.8,1057,10,24,-0.1%,5%,i,36,17%,-3%,i,1.5,2.4%
Clc1nc(Cl)nc(N(c2ccccc2)c2ccccc2)n1,6.2,410,-14,-15,0.7%,11%,i,52,6%,-10%,i,0.3,2.1%
COc1ccc(-n2ncc3c(=O)n(CC(=O)Nc4ccc5c(c4)OCCO5)cnc32)cc1,.,.,.,.,?,6%,i,12,-6%,1%,i,1.0,-0.1%
COc1ccccc1C(=O)N1CCN(C(=O)Cc2ccccc2)CC1,.,.,.,.,-0.8%,8%,i,38,9%,5%,i,0.3,0.8%
NS(=O)(=O)c1ccc(NS(=O)(=O)c2ccc(Br)cc2)cc1,.,.,.,.,0.0%,2%,i,32,5%,6%,i,0.5,2.6%

# 4 successive records already listed, for reference:
SMILES,b-catenin transl,b-catenin transl cell count 5 µM,WT yeast gro inh,WT yeast gro inh mutant strain,West Nile virus CPE,SV40 large T antigen,T cell modulator,T cell modulator vesicle-bound %,MgcRacGAP inhibition,PhoP inhibition,Myeloid diff 2,Myeloid diff 2 GFP+ MAC1+ %,RSV antiviral HEp-2
Clc1nc(Cl)nc(N(c2ccccc2)c2ccccc2)n1,6.2,410,-14,-15,0.7%,11%,i,52,6%,-10%,i,0.3,2.1%
COc1ccc(-n2ncc3c(=O)n(CC(=O)Nc4ccc5c(c4)OCCO5)cnc32)cc1,.,.,.,.,?,6%,i,12,-6%,1%,i,1.0,-0.1%
COc1ccccc1C(=O)N1CCN(C(=O)Cc2ccccc2)CC1,.,.,.,.,-0.8%,8%,i,38,9%,5%,i,0.3,0.8%
NS(=O)(=O)c1ccc(NS(=O)(=O)c2ccc(Br)cc2)cc1,.,.,.,.,0.0%,2%,i,32,5%,6%,i,0.5,2.6%

# Other structures follow.
SMILES,b-catenin transl,b-catenin transl cell count 5 µM,WT yeast gro inh,WT yeast gro inh mutant strain,West Nile virus CPE,SV40 large T antigen,T cell modulator,T cell modulator vesicle-bound %,MgcRacGAP inhibition,PhoP inhibition,Myeloid diff 2,Myeloid diff 2 GFP+ MAC1+ %,RSV antiviral HEp-2
O=[N+]([O-])c1cccc(/C=N/N2CCN(c3ccccn3)CC2)c1,-0.8,1070,-9,-5,-0.3%,16%,i,47,2%,1%,i,0.5,1.3%
CC(=O)c1ccc(OCC(=O)OCC(=O)Nc2sccc2C(N)=O)cc1,.,.,.,.,.,.,i,38,13%,.,i,0.7,0.1%
COc1ccccc1C1CCN(c2ccc([N+](=O)[O-])c(OC)c2)CC1,1.1,1283,.,.,-0.8%,9%,i,34,8%,-11%,i,0.2,3.1%
Cc1cccc(NC(=O)Cn2nc(C(F)(F)F)cc2C2CC2)c1,1.6,991,1,-13,0.9%,18%,i,35,5%,-4%,i,5.0,-0.7%
CC1CCCCN1S(=O)(=O)c1ccc2c(c1)CCN2C(=O)C1CC1 (centres undefined),.,.,.,.,0.0%,9%,i,7,10%,-5%,i,0.0,14%
CC1(C)CCC(=O)N(c2ccccc2)C1=O,-1.6,1040,-4,2,-0.4%,6%,i,41,-4%,8%,i,0.9,0.6%
Cc1ccccc1N1CCN(C2CCCN(C(=O)CCN3CCCCO3)C2)CC1 (centres undefined),.,.,.,.,-0.6%,2%,i,23,6%,1%,i,0.5,-0.6%
COCCCNc1nc(N)c([N+](=O)[O-])c(NC2CCCCC2)n1,.,.,.,.,2.6%,8%,i,45,3%,-2%,i,0.4,3.9%
CS(=O)(=O)Cc1cccc(C(=O)NC2CCSc3ccccc32)c1 (centres undefined),.,.,.,.,0.7%,-6%,i,17,-17%,8%,?,.,0.8%
Cc1ccc(C)c(N2CCN(C(=O)c3ccc(CSc4nc5ccncc5[nH]4)cc3)CC2)c1,-1.3,573,1,-21,-0.4%,13%,i,23,18%,25%,+,10*,6.5%

# Reprinted at random: 3 compounds from above
SMILES,b-catenin transl,b-catenin transl cell count 5 µM,WT yeast gro inh,WT yeast gro inh mutant strain,West Nile virus CPE,SV40 large T antigen,T cell modulator,T cell modulator vesicle-bound %,MgcRacGAP inhibition,PhoP inhibition,Myeloid diff 2,Myeloid diff 2 GFP+ MAC1+ %,RSV antiviral HEp-2
CC1CCCCN1S(=O)(=O)c1ccc2c(c1)CCN2C(=O)C1CC1 (centres undefined),.,.,.,.,0.0%,9%,i,7,10%,-5%,i,0.0,14%
COCCCNc1nc(N)c([N+](=O)[O-])c(NC2CCCCC2)n1,.,.,.,.,2.6%,8%,i,45,3%,-2%,i,0.4,3.9%
CS(=O)(=O)Cc1cccc(C(=O)NC2CCSc3ccccc32)c1 (centres undefined),.,.,.,.,0.7%,-6%,i,17,-17%,8%,?,.,0.8%

# Later entries.
SMILES,b-catenin transl,b-catenin transl cell count 5 µM,WT yeast gro inh,WT yeast gro inh mutant strain,West Nile virus CPE,SV40 large T antigen,T cell modulator,T cell modulator vesicle-bound %,MgcRacGAP inhibition,PhoP inhibition,Myeloid diff 2,Myeloid diff 2 GFP+ MAC1+ %,RSV antiviral HEp-2
Nc1nc2n(n1)C(c1cccc(Cl)c1)CC(c1ccc(F)cc1)N2 (centres undefined),.,.,-10,-13,-0.5%,14%,i,63,5%,-11%,i,1.5,1.7%
COc1ccc(S(=O)(=O)NCC2CCC(C(=O)N3CCC4(CC3)OCCO4)CC2)cc1 (centres undefined),-3.9,569,-6,-3,0.3%,24%,.,.,-7%,-4%,i,1.8,.
O=C(Nc1ccc2c(c1)OCO2)N1CCN(c2ncccn2)CC1,-1.2,970,7,16,-0.2%,4%,i,41,4%,2%,i,0.7,1.5%
O=C(CN1CCOCC1)Nc1ccccc1Sc1ccc(Cl)cc1,-1.5,947,19,-9,-1.0%,-9%,i,63,11%,1%,i,0.8,3.6%
Cc1ccc(-n2[nH]c(C)c(/C=N/NC(=O)c3ccc([N+](=O)[O-])cc3)c2=O)c(C)c1,5.5,1121,5,-7,0.2%,11%,i,34,.,3%,i,0.1,-2.0%
O=C(NCC1CCCO1)c1csc2c1CCCCC2 (centres undefined),-1.6,1371,-4,12,-0.3%,5%,i,23,3%,-9%,i,6.7,1.5%
COc1cc(/C=c2\sc3nc(=O)c(-c4ccccc4)nn3c2=O)ccc1OCCC(C)C,-1.6,1129,13,6,-0.1%,-3%,i,43,5%,-2%,i,0.2,4.0%
Cc1cc(C(=O)N/N=C/c2ccncc2)c2ccccc2n1,.,.,.,.,0.1%,8%,i,54,2%,-4%,i,1.6,1.5%
COc1ccc(NC(=O)CC(NCCc2ccccc2)C(=O)O)c(OC)c1 (centres undefined),0.4,1358,-9,-5,-0.1%,23%,i,23,5%,-12%,i,1.4,0.9%
CCCCN(CCCNC(=O)C1CCN(S(=O)(=O)CC)CC1)c1ccccc1,1.9,1062,-3,3,-0.7%,7%,i,32,4%,5%,i,7.4,-0.2%
O=C(O)c1ccc(N/N=C/C=C/c2ccc([N+](=O)[O-])o2)cc1,.,.,.,.,-0.6%,11%,i,49,19%,10%,i,1.5,0.3%
Cc1occc1-c1nnc(SCC(N)=O)n1Cc1ccccc1,-0.3,1144,-19,-32,0.2%,-1%,i,19,9%,13%,i,0.9,1.0%
